CRFBP-R2 block – blocks CRF-induced signaling of the CRF-BP/CRF-R2 complex | HEK293 CRF-R2/CRF-BP, CRF-induced calcium fluorescence | inhibition, % at 11.8 µM | 350,000 tested, 0.59% active | AID 588475;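 active = inhibition of the ligand-induced calcium signal above about 50% at the single tested concentration, limit read from the data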
CHRM4 PAM – positive allosteric modulators of human muscarinic M4 receptor | CHO-K1 hM4/Gqi5, Fluo-8 calcium fluorescence, ACh EC20; 0% = ACh EC20, 100% = maximal ACh | 360,000 tested, 0.4% active | activation, % at 3 µM | AID 624126;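 active = activation above its plate's cutoff, the mean activation of sample wells plus 3 SD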; note: some results filed as inactive read as strong as hits
CRFR2-BP ag – CRF-BP/CRF-R2 complex agonism. HEK293 CRF-R2/CRF-BP, calcium dye fluorescence (FLIPR); percent of saturating CRF peptide response. 350,000 tested, 0.46% active. AID 588473. activation, % at 13.2 µM;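 active = activation of at least 50%, plus an integration ratio under a set limit after plate pattern correction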;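 note: plate controls were neutral control wells without compound for no effect and CRF at EC100 for full effect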
CHRM5 PAM – potentiates acetylcholine response at human M5 receptor. CHO-K1 hM5, Fluo-8 calcium, ACh EC20 PAM; 0% = ACh EC20, 100% = ACh EC100. activation, % at 3 µM. 360,000 tested, 0.3% active. AID 624038;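 active = activation above the run cutoff, the mean activation of all test compounds plus 3 SD, cut at about 18% in these data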
Target sequence (P08912 whole entry, looked up): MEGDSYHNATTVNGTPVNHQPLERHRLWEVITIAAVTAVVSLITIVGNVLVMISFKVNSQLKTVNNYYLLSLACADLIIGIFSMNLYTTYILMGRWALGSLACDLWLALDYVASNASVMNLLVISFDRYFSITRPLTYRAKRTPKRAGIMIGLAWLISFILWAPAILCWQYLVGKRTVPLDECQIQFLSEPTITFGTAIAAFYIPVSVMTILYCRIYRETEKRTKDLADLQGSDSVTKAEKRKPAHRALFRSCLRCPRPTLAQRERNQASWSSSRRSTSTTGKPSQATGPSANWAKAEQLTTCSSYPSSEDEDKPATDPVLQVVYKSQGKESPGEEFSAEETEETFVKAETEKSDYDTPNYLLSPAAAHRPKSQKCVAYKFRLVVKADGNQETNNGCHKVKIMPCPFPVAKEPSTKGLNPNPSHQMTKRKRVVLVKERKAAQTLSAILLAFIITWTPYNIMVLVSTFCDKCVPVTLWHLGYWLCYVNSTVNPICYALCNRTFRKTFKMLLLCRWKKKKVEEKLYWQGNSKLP
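system = human M5 receptor in CHO-K1 cells | reagent = EC20 acetylcholine as agonist stimulus | compound dosing = single-point, 3 µM nominal | incubation = Fluo-8 loading 80 min at 37 °C plus 30 min room temperature | detection = Fluo-8 calcium dye fluorescence, kinetic read | benchmarks = low control EC20 acetylcholine (0%), high control EC100 acetylcholine (100%)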
M5 antag – CHRM5 antagonism in calcium assay. 360,000 tested, 0.59% active. AID 624040. P08912. inhibition, % at 3 µM. CHO-hM5 cells, Fluo-8 calcium fluorescence, ACh EC80;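 active = inhibition above a per-plate cutoff, the mean of that plate's test compounds plus 3 SD, cut at about 27% in these data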;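 note: 0% = acetylcholine EC80 with DMSO and 100% = DMSO without agonist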
M5 ag – CHRM5 agonism in calcium assay; P08912; CHO-K1 hM5 cells, Fluo-8 calcium fluorescence; 0% DMSO wells, 100% maximal acetylcholine response; activation, % at 3 µM; 360,000 tested, 0.19% active; AID 624037;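 active = activation above the run's mean over test compounds plus 3 SD, cut at about 23% in these data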;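 note: signal is peak over basal fluorescence ratio across the kinetic read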
M1 PAM – positive allosteric modulators of human M1 muscarinic receptor; CHO-K1 hM1, Fluo-8 calcium fluorescence, ACh EC20; 0% = ACh EC20, 100% = maximal ACh; activation, % at 3 µM; 360,000 tested, 0.088% active; in the data active = activation above about 19%, passing the limit was not always enough
Target sequence (P11229 whole entry, looked up): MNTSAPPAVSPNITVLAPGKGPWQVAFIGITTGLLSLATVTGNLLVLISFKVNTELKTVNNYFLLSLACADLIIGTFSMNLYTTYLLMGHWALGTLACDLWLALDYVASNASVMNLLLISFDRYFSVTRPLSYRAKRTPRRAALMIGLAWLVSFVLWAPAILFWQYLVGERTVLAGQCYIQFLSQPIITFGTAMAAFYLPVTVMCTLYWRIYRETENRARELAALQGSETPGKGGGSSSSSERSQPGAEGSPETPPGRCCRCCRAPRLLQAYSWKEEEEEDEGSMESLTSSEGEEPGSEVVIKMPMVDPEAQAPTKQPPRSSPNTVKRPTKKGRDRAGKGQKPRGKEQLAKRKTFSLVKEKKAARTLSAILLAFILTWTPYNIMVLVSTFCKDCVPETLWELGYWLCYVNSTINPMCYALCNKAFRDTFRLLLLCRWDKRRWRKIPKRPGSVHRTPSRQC
CHRM4 agonist – CHRM4 agonism in calcium assay. P08173. activation, % at 3 µM. CHO-K1 hM4/Gqi5, Fluo-8 calcium fluorescence; vehicle 0%, full acetylcholine response 100%. 360,000 tested, 0.14% active;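 active = activation above the run mean over all test wells plus 3 SD, cut at about 32% in these data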;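 note: peak over basal fluorescence ratio per well then scaled between controls; 0% = DMSO wells and 100% = acetylcholine at EC100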
CHRM4 antagonist – CHRM4 antagonism in calcium assay. P08173. CHO-hM4 cells, ACh EC80, Fluo-8 calcium fluorescence. inhibition, % at 3 µM. 360,000 tested, 0.73% active. AID 624125;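 active = inhibition above its plate's cutoff, the mean inhibition of sample wells plus 3 SD, cut at about 27% in these data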;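 note: 0% = acetylcholine EC80 with DMSO and 100% = DMSO without agonist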
* marks the source's active call; other numbers are inactive results; · = no result given; & = joins results of further samples.

SMILES	CRFBP-R2 block	CHRM4 PAM	CRFR2-BP ag	CHRM5 PAM	M5 antag	M5 ag	M1 PAM	CHRM4 agonist	CHRM4 antagonist
CC(NC(=O)c1cccc(Cn2cc([N+](=O)[O-])cn2)c1)c1ccc(C(C)(C)C)cc1 (configuration not stated)	23	-9	0.7	-12	5	-1	-11	9	7
COc1ccc(S(=O)(=O)N2CCN3CCCC3C2)cc1 (configuration not stated)	6	-3	-0.1	3	1	-1	-3	0	10
O=[N+]([O-])c1ccccc1CSc1nc2ccccc2o1	28	15	-0.9	-8	-2	-4	0	-1	-9
CC1(C)CC2CC(C)(CN2CC(O)c2ccccc2)C1 (configuration not stated)	-2	7	-0.2	6	5	-9	19	-1	-13
O=C1C[C@@H]2c3c(cccc3CN1Cc1ccccc1)C[C@@H](O)[C@H]2O	3	10	0.9	0	2	5	2	4	-2
Cc1cc(C(=O)COC(=O)CCc2nc3ccccc3s2)c(C)n1C	2	5	-1.7	5	-6	0	8	3	13
O=C(NCCCN1CCN(c2cccc(Cl)c2)CC1)c1ccc(N2CCCC2=O)cc1	20	-2	-0.9	3	-3	-3	-8	2	1
CCN(CC)C(=O)CP(=O)(c1ccccc1)c1ccccc1	-26	5	1.8	2	-3	-1	3	0	-7
CSCCC(NS(=O)(=O)c1ccc2c(c1)oc(=O)n2C)C(=O)NC1CCN(Cc2ccccc2)CC1 (configuration not stated)	-16	1	-0.2	5	10	-12	3	2	0
S=c1ccc2ccccc2[nH]1	6	3	-0.1	1	0	-2	9	0	-5
CCCCN1C(=O)C(CC(=O)NC2CCCC2)CC(C(=O)N(C(C)C)C(C)C)=C1C (configuration not stated)	-5	5	2.6	2	4	0	1	1	1
O=C(CCc1ccccc1)N1N=C(c2ccncc2)CC1(O)C(F)(F)F (configuration not stated)	-25	0	7.3	13	-1	0	11	1	3
CCOC(=O)CCCCC1C(CCCC(=O)OCC)C=NN1C (configuration not stated)	-17	3	2.8	3	0	0	7	1	-15
COc1ccc(Cc2nnc(NC(=O)c3cccc(C)c3)s2)cc1	-39	0	1.5	4	-2	5	13	1	9
O=C(CSC1=NS(=O)(=O)c2ccccc2N1)Nc1ccccc1F	13	2	1.3	8	-9	1	7	0	-2
COCCN(CC(=O)Oc1ccccc1P(=O)(OC)OC)Cc1ccccc1	10	-4	-0.4	1	3	0	-2	2	3
COC(=O)c1cnc(SCc2ccc([N+](=O)[O-])cc2)n1C	11	-2	0.1	0	1	-18	3	0	-6
Cc1cc(C)n2nc(CC(=O)NC3CCCCCC3)nc2n1	-8	1	-0.3	4	-2	3	4	1	-6
CC1(C)SC(=S)N(/N=C/c2ccccc2O)C1N(O)C(=O)Nc1ccccc1 (configuration not stated)	-16	-3	1.0	3	-2	2	1	0	3
CCN(CC)CCCNc1nc2cc(OC)c(OC)cc2c2nc(-c3ccccc3)nn12	3	17*	-1.2	3	0	-1	10	2	-4
CCOC(=O)C1(CCc2ccccc2)CCN(Cc2cnc(N(C)C)s2)CC1	-25	-10	-2.3	-22	10	-7	-6	9	-2
O=C(C1=C[C@@H](C2CC2)C[C@@H](OCc2ccc(CO)cc2)O1)N1CCOCC1	-15	0	-2.1	2	2	-3	7	2	-4
CC(C)Cc1cc(C(=O)N2CCN(C(c3ccccc3)c3ccccc3)CC2)no1	17	-5	-2.6	-9	-3	-4	-13	0	-4
Cc1cc(=O)n2[nH]c(NCc3c(F)cccc3Cl)nc2n1	-10	7	-1.5	0	-6	-2	-1	2	-10
CC(=O)c1ccc(OCC(=O)NCCC2=CCCCC2)cc1	1	13	-1.6	3	2	-7	24*	3	-8
SMILES	CRFBP-R2 block	CHRM4 PAM	CRFR2-BP ag	CHRM5 PAM	M5 antag	M5 ag	M1 PAM	CHRM4 agonist	CHRM4 antagonist
CC1CCC(C(C)C)C(OC(=O)Cn2c(-c3ccccc3)[n+](C)c3ccccc32)C1 (configuration not stated)	-29&-14	-16&-20	-0.4&1.1	-14&-12	25&22	-5&-2	-17&-20	3&7	15&18
O=C(CCCN1C(=O)/C(=C/c2ccc3c(c2)OCO3)SC1=S)Nc1ccc(C(=O)O)cc1	-6	2	3.1	9	-12	0	8	0	4
COc1cccc(C2SCC(=O)N2c2ccc(Cl)cc2)c1OC (configuration not stated)	14	-36	1.4	-20	28*	-8	-20	-3	59*
CCCC(C)C(=O)OCC(=O)NCc1ccc(OC)c(OC)c1 (configuration not stated)	-10	-2	1.0	5	-9	1	4	1	0
Cc1cc2nc3s/c(=C/c4ccc(-c5ccccc5C(=O)O)o4)c(=O)n3c2cc1C	-101	5	141*	-1	-4	1	14	2	-9
CC(C)(C)C(=O)Nc1cccc(-c2nc3ccccc3c(=O)o2)c1	-21	3	0.0	0	1	5	-2	-2	-7
Cc1nn(Cc2ccc(C(=O)Nc3ccccc3C(F)(F)F)o2)c(C)c1Br	-30	-8	-0.6	-4	4	2	-7	12	-5
COCCn1c(=NC(=O)CCS(=O)(=O)c2ccccc2)sc2ccccc21	2	-4	-0.2	-2	-1	-1	-2	9	2
CC(=O)N(C)c1ccc(NC(=O)c2ccco2)cc1	13	3	-1.7	7	-10	-4	5	1	-6
O=C(CSc1nnc(Cn2c(=O)sc3ccccc32)n1-c1ccccc1)N1CCCCCC1	-1	1	-0.3	1	4	0	5	0	-4
O=C(CN1C(=O)NC2(CCCCCC2)C1=O)NCc1cccs1	-4	-1	0.6	4	-7	3	7	1	-3
CN(C(=O)c1ccc(NC(=O)Cc2cccc(NC(=O)C3CCCN(C(=O)CCc4ccccc4)C3)c2)cc1)C1CCCC1 (configuration not stated)	7	5	0.8	13	9	3	6	2	-8
CCc1ccccc1N1CC23C=CC(O2)C(C(=O)O)C3C1=O (configuration not stated)	3	8	1.1	-1	-2	0	11	1	-12
Cc1ccc2nc(NC(=O)c3cc(-c4ccco4)nc4ccccc34)sc2c1	-48	-5	-1.0	-7	2	-2	-8	1	9
CC(C)c1cc(Cn2c3ccccc3c(=O)n2C(C)Cn2cc(C3=CCCCC3)nn2)on1 (configuration not stated)	·	-3	·	1	-7	0	·	5	-1
COCCNC(=O)C1(C)CCCN(Cc2ccc(Cl)nc2)C1 (configuration not stated)	·	5	·	0	-2	0	10	0	-7
Cn1c(C(=O)O)c(CC(=O)N2CCC(Cc3ccccc3)CC2)c2ccccc21	8	2	-0.8	-9	6	-5	2	5	1
CC(C)N1CCN(Cc2ccoc2)CC1CCO (configuration not stated)	5	-5	-1.6	10	2	1	11	0	2
CCCn1c(=O)c2ccccc2n2c(SCCOc3ccccc3F)nnc12	45	0	0.7	-3	0	-1	-1	2	0
Cc1cccc(C)c1OCC(=O)Nc1oc(-c2ccccc2)c(-c2ccccc2)c1C#N	107*	9	0.0	-3	2	-2	1	-1	3
CCCc1cc(=O)oc2cc(OC(C)C(=O)NCC3CCC(C(=O)O)CC3)c(Cl)cc12 (configuration not stated)	8	5	2.8	-1	3	2	3	2	-13
N#C/C(=C\c1ccc([N+](=O)[O-])cc1)c1nc(C2CC2)cs1	-43	-9	0.0	7	-8	1	-2	0	7
CC1CCN(CCCNC(=O)CCc2nnc3n(CCc4ccccc4)c(=O)c4ccccc4n23)CC1	-18	-20	3.1	-3	-1	-7	-13	8	24
CCOc1ccc(OCC)c(NC(=O)CSc2nc3cccnc3n2C)c1	7	-6	-3.0	-9	13	1	3	8	0
CN(C)S(=O)(=O)c1ccc2c(c1)C(=NO)c1cc(S(=O)(=O)N(C)C)ccc1-2	-17	-4	0.3	-1	4	0	6	2	4
SMILES	CRFBP-R2 block	CHRM4 PAM	CRFR2-BP ag	CHRM5 PAM	M5 antag	M5 ag	M1 PAM	CHRM4 agonist	CHRM4 antagonist
CCCNC(=O)Cn1cnc2sc(C(=O)N3CCCC(C(=O)OCC)C3)c(C)c2c1=O (configuration not stated)	4	-2	0.9	-1	-2	-4	3	0	5
COc1ccc2cnn(Cc3ccccc3)c(=O)c2c1OC	2	7	0.8	2	-4	0	8	0	9
CC(C)CCn1c(SCC(=O)Nc2ccccc2C(F)(F)F)nc2nccnc2c1=O	-8	5	1.1	0	2	-3	0	2	-2
CCN(CC)S(=O)(=O)c1cccc(C(=O)NC(Cc2c[nH]c3ccccc23)c2nnc3n2CCCCC3)c1 (configuration not stated)	-15	18	0.4	6	-14	-4	11	1	-6
Cc1ccc(C2(C)NC(=O)N(CC(=O)Nc3cc(S(=O)(=O)N(C)C)ccc3C)C2=O)cc1 (configuration not stated)	-5	-2	1.4	3	4	-1	5	1	1
CCC(=O)Nc1ccc(Oc2ccc3c(c2)C(=O)N(c2ccc(O)cc2)C3=O)cc1	1	17	2.3	-1	1	1	0	-1	-26
CCn1c(-c2cc(-c3ccccc3OC)nc3ccccc23)n[nH]c1=S	-6	-8	1.6	-12	17	-1	-3	5	12
N#Cc1c(N)n(C2OC(CO)C(O)C2O)c2ncnc(N)c12 (configuration not stated)	8	-3	-0.5	-15	6	2	-2	1	4
Cc1ccc(C)c(N2CCN(CCCNC(=O)Cn3cccc3C(=O)c3ccccc3C)CC2)c1	-17	-13	0.4	-1	-5	0	2	14	4
CN(CC(=O)Nc1ccc(F)cc1)C(=O)COC(=O)CSc1ccc(F)cc1	9	8	-0.7	-4	2	1	8	3	-2
C[C@H](CO)N1C[C@H](C)[C@@H](CN(C)Cc2ccccn2)Oc2ncc(-c3ccccc3)cc2C1=O	16	-3	2.4	1	-2	0	-13	1	1
COc1ccc(N2CCN(CCNC(=O)C3CC(=O)N(C4CCCC4)C3)CC2)cc1 (configuration not stated)	16	5	-1.6	5	-1	0	-8	1	-2
COc1ccc(C(C)=O)cc1CSc1nnc2c(Cl)cc(Cl)cn12	55*	-1	-4.0	-4	7	-2	-1	2	3
C=C(C)C(=O)Nc1cccc(C2=NOC3(C2)C[C@H](C(N)=O)N(C(=O)COc2ccc(Cl)cc2)C3)c1 (some centres not stated)	-10	-1	0.1	1	13	0	2	0	6
COc1cc(S(=O)(=O)Nc2cccnc2)ccc1F	-7	1	-0.9	-10	-1	-3	0	1	-2
O=C(Nc1csc([N+](=O)[O-])c1)Nc1c(Cl)cccc1Cl	-6	-9	-4.2	-12	15	6	8	12	15
CN(Cc1ccccc1)C(=O)COC(=O)c1cc2ccccc2oc1=O	14	-5	-2.5	11	-7	-1	4	1	20
COc1ccc(N2CCN(C(=S)NCCc3ccccc3)CC2)cc1	-10	-4	-2.6	-5	6	4	6	12	-22

Some of the entries above, set out differently.
> C=C(C)C(=O)Nc1cccc(C2=NOC3(C2)C[C@H](C(N)=O)N(C(=O)COc2ccc(Cl)cc2)C3)c1 (some centres not stated)
  CRFBP-R2 block = -10
  CHRM4 PAM = -1
  CRFR2-BP ag = 0.1
  CHRM5 PAM = 1
  M5 antag = 13
  M5 ag = 0
  M1 PAM = 2
  CHRM4 agonist = 0
  CHRM4 antagonist = 6

> COc1cc(S(=O)(=O)Nc2cccnc2)ccc1F
  CRFBP-R2 block = -7
  CHRM4 PAM = 1
  CRFR2-BP ag = -0.9
  CHRM5 PAM = -10
  M5 antag = -1
  M5 ag = -3
  M1 PAM = 0
  CHRM4 agonist = 1
  CHRM4 antagonist = -2

> O=C(Nc1csc([N+](=O)[O-])c1)Nc1c(Cl)cccc1Cl
  CRFBP-R2 block = -6
  CHRM4 PAM = -9
  CRFR2-BP ag = -4.2
  CHRM5 PAM = -12
  M5 antag = 15
  M5 ag = 6
  M1 PAM = 8
  CHRM4 agonist = 12
  CHRM4 antagonist = 15

Assay outcomes as filed in PubChem.
